M18AAP inhibitor – blocks P. falciparum M18 aspartyl aminopeptidase; recombinant PfM18AAP, H-Glu-NHMec fluorogenic cleavage; inhibition, % at 7.35 µM; actives 1.2% (n = 290,000);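 active = inhibition above the campaign mean inhibition over all tested compounds plus 3 SD, cut at about 28% in these data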;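 note: 0% = plate median of test compound wells and 100% = 2 mM ZnCl2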
IDE cell activ – boosts human insulin-degrading enzyme activity in HEK cells | AID 493087 | activation, % at 5.96 µM | P14735 | FAbeta-B cleavage, fluorescence polarization; 0% vehicle, 100% cell-free pure enzyme wells | actives 0.073% (n = 340,000);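 active = activation above the mean of all tested compounds plus 3 SD, set per screening campaign, cut at about 17% in these data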
IDE cell inh – inhibits human insulin-degrading enzyme in HEK cells. P14735. FAbetaB cleavage, fluorescence polarization. inhibition, % at 5.59 µM. actives 0.41% (n = 320,000). AID 434962;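 active = percent inhibition above the average of all tested compounds plus 3 SD, set per screening campaign, cut at about 16% in these data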;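 note: IDE supplied by intact live HEK cells; FP after avidin binding of uncleaved biotin substrate so inhibition keeps polarization high; 0% = DMSO wells and 100% = 60 µM reference IDE inhibitor Ii1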
PHOSPHO1 inh – blocks human PHOSPHO1 phosphatase activity; Q8TCT1; recombinant PHOSPHO1, absorbance phosphatase assay; inhibition, % at 13.3 µM; actives 1.1% (n = 290,000); in the data active = inhibition above about 60%
Target sequence (Q8TCT1 whole entry, looked up): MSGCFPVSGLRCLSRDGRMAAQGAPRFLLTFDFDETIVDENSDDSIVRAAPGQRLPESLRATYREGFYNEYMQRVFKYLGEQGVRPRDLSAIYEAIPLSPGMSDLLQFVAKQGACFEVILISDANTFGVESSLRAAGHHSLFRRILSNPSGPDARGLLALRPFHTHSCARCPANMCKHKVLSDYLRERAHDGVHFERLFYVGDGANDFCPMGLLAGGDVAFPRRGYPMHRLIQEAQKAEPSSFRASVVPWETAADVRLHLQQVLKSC
IMP-1 inhibitor – inhibitors of Pseudomonas aeruginosa IMP-1 metallo-beta-lactamase; purified IMP-1, nitrocefin hydrolysis, epi-absorbance fluorescence; inhibition, % at 5.6 µM; actives 0.45% (n = 290,000); AID 1556;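 active = inhibition above the mean plus 3 SD of all compounds in the same screening run, cut at about 4.5% in these data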;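 note: 0% = IMP-1 with DMSO and 100% = DMSO wells lacking enzyme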
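Material – recombinant IMP-1 enzyme, purified · Amount – IMP-1 0.2 nM before substrate addition · Medium – HEPES buffer pH 7.1 with ZnSO4 and Brij 35 · Timing – 25 °C, 15 min preincubation, 25 min reaction · Measured by – plate fluorescence quenching by hydrolysis product, ex 480/em 530 nm · Read-out – percent enzyme inhibition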
VIM-2 inhibitor – blocks Pseudomonas aeruginosa VIM-2 metallo-beta-lactamase; AID 1527; purified VIM-2, nitrocefin hydrolysis, epi-absorbance fluorescence; actives 0.89% (n = 290,000); inhibition, % at 5.6 µM;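 active = inhibition above the mean of all tested compounds plus 3 SD, cutoff set per screening run, cut at about 7.5% in these data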;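 note: red hydrolysis product quenches plate fluorescence so inhibitors raise well fluorescence; 0% = enzyme with DMSO and 100% = DMSO without enzyme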
p-CIP stab down – compounds decreasing mouse p/CIP protein stability | Q05BA5 | F442A p/CIP-EGFP cells, EGFP fluorescence, 16 h | decrease of EGFP signal, % at 10 µM | actives 0.01% (n = 290,000);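 active = EGFP signal decrease of at least 30% at 10 µM or well 3 SD below plate mean, unless failing retest; inactive = the rest, including hits failing retest or dose response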; note: some compounds called inactive have numbers as strong as hits; many of its hits are not listed in these tables
GPR7 antag – antagonists of human GPR7 (neuropeptides B/W receptor 1); actives 1.1% (n = 290,000); inhibition, % at 4.4 µM; GPR7-expressing cells, fluorescence antagonist assay; P48145; in the data active = inhibition above about 16%, passing the limit was not always enough;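 note: cells stimulated with the agonist NPW; 0% = agonist with vehicle and 100% = vehicle without agonist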
Target sequence (P48145 whole entry, looked up): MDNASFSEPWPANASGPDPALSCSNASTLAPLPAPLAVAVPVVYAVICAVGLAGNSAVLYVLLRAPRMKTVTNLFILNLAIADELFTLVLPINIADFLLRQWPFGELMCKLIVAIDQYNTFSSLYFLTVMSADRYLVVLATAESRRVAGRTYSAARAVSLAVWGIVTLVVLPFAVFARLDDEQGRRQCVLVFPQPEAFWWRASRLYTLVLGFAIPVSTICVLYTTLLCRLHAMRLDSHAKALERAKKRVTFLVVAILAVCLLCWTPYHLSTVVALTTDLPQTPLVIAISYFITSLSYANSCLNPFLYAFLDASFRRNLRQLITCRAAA
NALP1 yeast inh – NALP1 inhibition; S. cerevisiae NALP1/ASC/caspase-1 growth, X-gal OD620, 72 h; actives 0.61% (n = 280,000); inhibition, % at 10 µM; in the data active = inhibition mostly above about 24%, no sharp cut-off; inactive = mostly below about 32%; note: some compounds called inactive have numbers as strong as hits
The depositor's hits bear a star.

CCc1ccc(N(CC(=O)Nc2sc3c(c2C(=O)OC)CCCC3)S(C)(=O)=O)cc1 was read as M18AAP inhibitor -3, IDE cell activ -2, IDE cell inh -3, PHOSPHO1 inh -5, IMP-1 inhibitor -1.1, VIM-2 inhibitor -2.0, p-CIP stab down -14, GPR7 antag -1 and NALP1 yeast inh 32.
For O=C(NCc1ccco1)C1CCCN1C(=O)Nc1ccc(Cl)cc1 (configuration not stated) the results were M18AAP inhibitor -3, IDE cell activ 1, IDE cell inh 2, PHOSPHO1 inh -2, IMP-1 inhibitor -2.2, VIM-2 inhibitor -2.3, p-CIP stab down -58, GPR7 antag -10 and NALP1 yeast inh -2.
Screening O=C(CN(C(=O)CCC(=O)Nc1nccs1)C1CCCC1)NCc1ccc2c(c1)OCO2 returned M18AAP inhibitor -10, IDE cell activ 7, IDE cell inh -1, PHOSPHO1 inh 16, IMP-1 inhibitor 0.0, VIM-2 inhibitor 0.7, p-CIP stab down -16, GPR7 antag -5 and NALP1 yeast inh -9.
`C=CCOc1ccccc1/C=N/NC(=O)Cc1ccc(C)cc1` gave M18AAP inhibitor 2, IDE cell activ 4, IDE cell inh 6, IMP-1 inhibitor -2.1, VIM-2 inhibitor -3.4, p-CIP stab down -5, GPR7 antag -11 and NALP1 yeast inh -29.
Screening CCCc1nnc(SCC(=O)Nc2cccc(Cl)c2Cl)o1 returned M18AAP inhibitor -3, IDE cell activ 6, IDE cell inh -2, PHOSPHO1 inh 19, IMP-1 inhibitor -2.1, VIM-2 inhibitor 0.2, p-CIP stab down -9, GPR7 antag -5 and NALP1 yeast inh -2.
For COc1ccccc1NC(=O)N1CCN(C)CC1 the results were M18AAP inhibitor -1, IDE cell activ -1, IDE cell inh 13, PHOSPHO1 inh 49, IMP-1 inhibitor -2.6, VIM-2 inhibitor -0.3, p-CIP stab down -12, GPR7 antag -3 and NALP1 yeast inh -5.
O=C(Nc1cc(S(=O)(=O)N2CCCC2)ccc1OCC(F)(F)F)c1ccc(F)cc1 was read as M18AAP inhibitor -2, IDE cell activ -1, IDE cell inh 0, PHOSPHO1 inh 11, IMP-1 inhibitor -1.8, VIM-2 inhibitor -0.9, p-CIP stab down -8, GPR7 antag -8 and NALP1 yeast inh 13.
`O=C(Nc1ccc(N=Nc2ccccc2)cc1)c1ccc(Cl)cc1Cl` gave M18AAP inhibitor 3, IDE cell activ 2, IDE cell inh 3, PHOSPHO1 inh 4, IMP-1 inhibitor -2.2, VIM-2 inhibitor -9.1, p-CIP stab down 6, GPR7 antag -3 and NALP1 yeast inh -3.
Screening C=CCN1C(=O)C(Cc2ccc(OCC)cc2)SC1=Nc1ccc(C(=O)O)cc1 (configuration not stated) returned M18AAP inhibitor -4, IDE cell activ 2, IDE cell inh 0, PHOSPHO1 inh -4, IMP-1 inhibitor -4.0, VIM-2 inhibitor -1.6, p-CIP stab down 0, GPR7 antag 5 and NALP1 yeast inh 5.
Screening Cn1nnnc1SCCNC(=O)C1CCC(=O)N(CCc2cccc(F)c2)C1 (configuration not stated) returned M18AAP inhibitor 4, IDE cell activ -2, IDE cell inh 3, PHOSPHO1 inh 40, IMP-1 inhibitor -3.8, VIM-2 inhibitor -2.6, p-CIP stab down -4, GPR7 antag 5 and NALP1 yeast inh -13.

Structures shown so far that contain a Cl atom, in the order listed:
For O=C(NCc1ccco1)C1CCCN1C(=O)Nc1ccc(Cl)cc1 (configuration not stated) the results were M18AAP inhibitor -3, IDE cell activ 1, IDE cell inh 2, PHOSPHO1 inh -2, IMP-1 inhibitor -2.2, VIM-2 inhibitor -2.3, p-CIP stab down -58, GPR7 antag -10 and NALP1 yeast inh -2.
Screening CCCc1nnc(SCC(=O)Nc2cccc(Cl)c2Cl)o1 returned M18AAP inhibitor -3, IDE cell activ 6, IDE cell inh -2, PHOSPHO1 inh 19, IMP-1 inhibitor -2.1, VIM-2 inhibitor 0.2, p-CIP stab down -9, GPR7 antag -5 and NALP1 yeast inh -2.
`O=C(Nc1ccc(N=Nc2ccccc2)cc1)c1ccc(Cl)cc1Cl` gave M18AAP inhibitor 3, IDE cell activ 2, IDE cell inh 3, PHOSPHO1 inh 4, IMP-1 inhibitor -2.2, VIM-2 inhibitor -9.1, p-CIP stab down 6, GPR7 antag -3 and NALP1 yeast inh -3.

Remaining list, next part:
For Cc1ccc(NS(=O)(=O)c2ccc3c(c2)n(C)c(=O)n3C)cc1C the results were M18AAP inhibitor 6, IDE cell activ 4, IDE cell inh 7, PHOSPHO1 inh 52, IMP-1 inhibitor -2.4, VIM-2 inhibitor -2.9, p-CIP stab down -10, GPR7 antag -12 and NALP1 yeast inh -46.
`COC(=O)COc1cccc(/C=N/NC(=O)CCSc2ccccc2)c1` gave M18AAP inhibitor 4, IDE cell activ 0, IDE cell inh 4, PHOSPHO1 inh -24, IMP-1 inhibitor -3.4, VIM-2 inhibitor -1.8, p-CIP stab down 7, GPR7 antag -10 and NALP1 yeast inh 2.
`COc1ccccc1-c1c(NC(=O)c2ccco2)n(-c2ccccc2)nc(C)c1=O` gave M18AAP inhibitor -19, PHOSPHO1 inh 1, IMP-1 inhibitor -0.8, VIM-2 inhibitor -2.2, p-CIP stab down -7, GPR7 antag -15 and NALP1 yeast inh 9.
`COC(=O)C1CCCCN1C(=O)c1ccc2oc(C(C)C)nc2c1` (configuration not stated) gave M18AAP inhibitor 15, IDE cell activ 3, IDE cell inh 2, PHOSPHO1 inh 19, IMP-1 inhibitor 0.7, VIM-2 inhibitor 0.1, p-CIP stab down 14, GPR7 antag 26* and NALP1 yeast inh 8.
Screening O=C(CSc1nnc(Cn2c(=O)sc3ccccc32)n1-c1ccccc1)Nc1nccs1 returned M18AAP inhibitor 7, IDE cell activ 0, IDE cell inh 1, PHOSPHO1 inh 10, IMP-1 inhibitor -1.3, VIM-2 inhibitor -2.3, p-CIP stab down -10, GPR7 antag 5 and NALP1 yeast inh 21.
Screening O=C(O)CSc1nnc(-c2ccncc2)n1-c1ccc(Cl)cc1 returned M18AAP inhibitor -9, IDE cell activ 2, IDE cell inh -3, PHOSPHO1 inh 28, IMP-1 inhibitor 0.1, VIM-2 inhibitor -1.6, p-CIP stab down 13, GPR7 antag -5 and NALP1 yeast inh 11.
Screening CN(C)C(CNC(=O)c1ccc(S(=O)(=O)N(C)C)cc1)Cc1ccccc1 (configuration not stated) returned M18AAP inhibitor -13, IDE cell activ 3, IDE cell inh 3, PHOSPHO1 inh 8, IMP-1 inhibitor -1.6, VIM-2 inhibitor -2.5, p-CIP stab down 3, GPR7 antag 0 and NALP1 yeast inh 14.
Screening CCN(C(=O)COC(=O)c1n[nH]c2ccccc12)C1CCS(=O)(=O)C1 (configuration not stated) returned M18AAP inhibitor -12, IDE cell activ 6, IDE cell inh 1, PHOSPHO1 inh 6, IMP-1 inhibitor -1.6, VIM-2 inhibitor -1.3, p-CIP stab down -4, GPR7 antag 1 and NALP1 yeast inh 0.
`Cc1cccc(-n2c(SCC(N)=O)nnc2-c2ccco2)c1` gave M18AAP inhibitor -3, IDE cell activ -3, IDE cell inh -5, PHOSPHO1 inh 29, IMP-1 inhibitor -0.7, VIM-2 inhibitor -0.9, p-CIP stab down 9, GPR7 antag -15 and NALP1 yeast inh -4.
`CC(C)N1CCN(Cc2cccc(-c3ccco3)c2)CC1CCO` (configuration not stated) gave M18AAP inhibitor 7, IDE cell activ 3, IDE cell inh 4, PHOSPHO1 inh 28, IMP-1 inhibitor -1.8, VIM-2 inhibitor -2.8, p-CIP stab down -2, GPR7 antag -6 and NALP1 yeast inh 2.
For CCC(=O)N(Cc1ccco1)c1nc(C(=O)Nc2ccc(Cl)cc2)c(C)s1 the results were M18AAP inhibitor -40, IDE cell activ 4, IDE cell inh 2, PHOSPHO1 inh 12, IMP-1 inhibitor -3.4, VIM-2 inhibitor -8.7, p-CIP stab down -2 and GPR7 antag -1.
CCOc1ccc(N2CC(C(=O)Nc3nnc(Cc4ccc(OC)cc4)s3)CC2=O)cc1 (configuration not stated) was read as M18AAP inhibitor 4, IDE cell activ 3, IDE cell inh 9, PHOSPHO1 inh 27, IMP-1 inhibitor -4.3, VIM-2 inhibitor -2.8, p-CIP stab down -6, GPR7 antag 6 and NALP1 yeast inh -14.
Clc1ccccc1CSc1cc2c(nn1)-c1ccccc1CC2 was read as M18AAP inhibitor -3, IDE cell activ 1, IDE cell inh 7, PHOSPHO1 inh 32, IMP-1 inhibitor -2.9, VIM-2 inhibitor -2.5, p-CIP stab down 0, GPR7 antag 1 and NALP1 yeast inh 7.
`CCOC(=O)c1nn(-c2ccc(F)cc2)c2c1CC/C2=C/c1ccccc1` gave M18AAP inhibitor 0, IDE cell activ 5, IDE cell inh 1, PHOSPHO1 inh -3, IMP-1 inhibitor -4.0, VIM-2 inhibitor -1.3, p-CIP stab down -11, GPR7 antag -6 and NALP1 yeast inh 18.
For Cc1ccc(C)c(NC(=O)Cc2coc3cc4c(cc23)CCC4)c1 the results were M18AAP inhibitor -6, IDE cell activ 4, IDE cell inh -4, PHOSPHO1 inh 12, IMP-1 inhibitor 1.6, VIM-2 inhibitor 1.0, p-CIP stab down -5 and GPR7 antag 11.
`CC1=NCCN1CCNC(=O)Nc1cc(C)cc(C)c1` gave M18AAP inhibitor 6, IDE cell inh 4, PHOSPHO1 inh 53, IMP-1 inhibitor -3.4, VIM-2 inhibitor -2.8, p-CIP stab down 6, GPR7 antag -7 and NALP1 yeast inh 11.
`CC1CCN(c2nc(NCc3ccco3)nc(N)c2[N+](=O)[O-])CC1` gave M18AAP inhibitor 1, IDE cell activ 2, IDE cell inh 9, PHOSPHO1 inh -5, IMP-1 inhibitor -2.6, VIM-2 inhibitor -1.6, p-CIP stab down -9, GPR7 antag -12 and NALP1 yeast inh 51.
Screening CC(C)(C)c1ccc(C(=O)N2CCNCC2)cc1 returned M18AAP inhibitor 3, IDE cell activ 8, IDE cell inh 2, PHOSPHO1 inh 32, IMP-1 inhibitor -5.0, VIM-2 inhibitor -3.0, p-CIP stab down -10, GPR7 antag -2 and NALP1 yeast inh -11.
Screening NC(=O)C1CCN(c2nc3c(S(=O)(=O)c4ccccc4)nnn3c3ccccc23)CC1 returned M18AAP inhibitor 0, IDE cell activ -3, IDE cell inh -3, PHOSPHO1 inh 53, IMP-1 inhibitor -0.3, VIM-2 inhibitor 3.0, p-CIP stab down -1, GPR7 antag -4 and NALP1 yeast inh -86.
For CC1(C(=O)NCc2ccc(Cl)c(Cl)c2)Oc2ccccc2NC1=O (configuration not stated) the results were M18AAP inhibitor -4, IDE cell activ 3, IDE cell inh -5, PHOSPHO1 inh 41, IMP-1 inhibitor -5.9, VIM-2 inhibitor -5.5, p-CIP stab down 3, GPR7 antag 0 and NALP1 yeast inh 21.
Screening COc1ccccc1N1C(=S)NC2CS(=O)(=O)CC21 (configuration not stated) returned M18AAP inhibitor -8, IDE cell activ -1, IDE cell inh 5, PHOSPHO1 inh 4, IMP-1 inhibitor -1.5, VIM-2 inhibitor -0.3, p-CIP stab down -4, GPR7 antag -13 and NALP1 yeast inh 23.
For Cc1ccc(S(=O)(=O)Nc2nnc(C3CCCCC3)s2)cc1 the results were M18AAP inhibitor -5, IDE cell activ 0, IDE cell inh 3, PHOSPHO1 inh -24, IMP-1 inhibitor -1.4, VIM-2 inhibitor -2.1, p-CIP stab down 0, GPR7 antag 5 and NALP1 yeast inh -21.
